Source: PubChem
KOR beta-arrestin-1: KOR antagonists, beta-arrestin recruitment, cell-based, luminescence, uHTS (AID 1778); KOR beta-arrestin recruitment, luminescence, antagonist mode; higher % means a stronger effect; 290,000 compounds, 0.091% hits; inhibition, % at 10 µM; hits with a dose series show IC50 in µM; Kappa-type opioid receptor (Homo sapiens); in the data active means inhibition above about 50%; further: strong numbers were not always called active
GPR55 activation: GPR55 agonists via beta-arrestin recruitment, primary screen, imaging, U2OS cells, beta-arrestin-GFP redistribution (AID 1961); 290,000 compounds, 0.048% hits; activation, % at 10 µM, or EC50 in µM where a hit was titrated; G-protein coupled receptor 55 (Homo sapiens); U2OS GPR55 beta-arrestin-GFP redistribution imaging; higher % means a stronger effect;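 active means activation above 40% with more than 50 cells counted in the well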;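 further: U2OS osteosarcoma cells stably expressing GPR55 and beta-arrestin-GFP; plate controls were DMSO negative control for no effect and LPI positive control for full effect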
SIAH1 antagonists: Siah-1 peptide-binding antagonists, primary screen, biochemical, fluorescence polarization, rhodamine-plectin, uHTS (AID 1817). Siah-1 / rhodamine-plectin peptide fluorescence polarization; higher % means a stronger effect. one-dose displacement, % at 20 µM; IC50 in µM for titrated hits. 290,000 compounds, 0.02% hits;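 active means displacement of at least 50% at 20 µM, with a fluorescence ratio check between 0.3 and a set limit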;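 further: plate controls were Siah plus tracer with DMSO for no effect and tracer alone without Siah for full effect; strong numbers were not always called active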
KOR beta-arrestin-2: KOR agonists, beta-arrestin recruitment, primary screen, cell-based, luminescence, uHTS (AID 1777) | Kappa-type opioid receptor (Homo sapiens) | KOR beta-arrestin recruitment, luminescence; higher % means a stronger effect | 280,000 compounds, 0.02% hits | activation, % at 10 µM, or EC50 in µM where a hit was titrated; in the data active means activation above about 50%, passing the limit was not always enough; further: a part of the inactive calls stands beside numbers as strong as those of hits
AID2073: inhibitors of Mint1-CaV2.2 protein interaction, biochemical, HTRF (AID 2073). HTRF protein-protein interaction, Mint1-CaV2.2; higher % means a stronger effect. one-dose inhibition, % at 20 µM; IC50 in µM for titrated hits. 290,000 compounds, 0.19% hits; in the data active means inhibition mostly above about 51%, no sharp cut-off; further: some results filed as inactive read as strong as hits
NOD1 inhibition: NOD1 signaling inhibitors, primary screen, cell-based, luminescence, uHTS (AID 1578). NOD1-driven NF-kB luciferase reporter cells, luminescence; higher % means a stronger effect. one-dose inhibition, % at 4 µM; EC50 in µM for titrated hits. 290,000 compounds, 1% hits; in the data active means inhibition mostly above about 36%, no sharp cut-off; inactive means mostly below about 34%;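 further: HEK-293T reporter cells stimulated with the NOD1 agonist gamma-tri-DAP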
GPR35 arrestin U2OS: GPR35 antagonists blocking zaprinast-driven arrestin recruitment, primary screen, imaging, U2OS, beta-arrestin-GFP, zaprinast agonist (AID 2058); U2OS GPR35 beta-arrestin-GFP translocation imaging, zaprinast antagonism; higher % means a stronger effect; 290,000 compounds, 0.052% hits; inhibition, % at 10 µM, or IC50 in µM where a hit was titrated;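 active means inhibition of at least 50% with at least 30 cells and total cytoplasm GFP at most 10,000,000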
GPR55 antagonists: GPR55 antagonists blocking LPI-driven arrestin recruitment, primary screen, imaging, U2OS, beta-arrestin-GFP, LPI agonist (AID 2013); inhibition, % at 10 µM, or IC50 in µM where a hit was titrated; G-protein coupled receptor 55 (Homo sapiens); U2OS GPR55 beta-arrestin-GFP translocation imaging, LPI antagonism; higher % means a stronger effect; 290,000 compounds, 0.13% hits;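 active means spots per cell inhibited over 60%, with over 100 cells counted and total cytoplasm intensity under 500,000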;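 further: U2OS cells stably carrying GPR55 and arrestin-GFP stimulated by 5 µM LPI near EC80; imaged beta-arrestin-GFP aggregate spots per cell after agonist stimulation; plate controls were LPI-stimulated DMSO wells for no effect and DMSO wells without LPI for full effect; some results filed as inactive read as strong as hits; confirmed hits need IC50 under 10 µM and bright autofluorescent wells are also inconclusive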
HIV fusion peptide: inhibitors of HIV fusion peptide binding, primary screen, biochemical, uHTS, fluorescence dequenching (AID 1986); inhibition, % at 20 µM; hits with a dose series show IC50 in µM; cell-free peptide binding, fluorescence dequenching, 30 min; higher % means a stronger effect; 290,000 compounds, 0.3% hits; in the data active means inhibition mostly above about 52%, no sharp cut-off; inactive means mostly below about 76%; further: some results filed as inactive read as strong as hits
Starred values were filed as active, the others as inactive; x = no result given; [ ] = dose if it differs, or a comment. Some of the compounds tested. The share of hits here may be higher or lower than overall.

SMILES	KOR beta-arrestin-1	GPR55 activation	SIAH1 antagonists	KOR beta-arrestin-2	AID2073	NOD1 inhibition	GPR35 arrestin U2OS	GPR55 antagonists	HIV fusion peptide
Cc1ccc(S(=O)(=O)N2CC(O)CC2C(=O)OCC(=O)c2ccccc2Cl)cc1C (configuration not stated)	-13%	0.2%	0%	0.3%	1%	-18%	-2%	8%	4.0%
CCCCN(C(=O)CNC(=O)c1ccco1)C(C(=O)NC1CCCCC1)c1cccnc1 (configuration not stated)	-12%	0.0%	3%	-2.8%	-4%	-32%	-2%	8%	1.3%
Cc1ccc(OCC(=O)N/N=C/c2cc([N+](=O)[O-])ccc2N2CCCCC2)cc1	-2%	-0.6%	-2%	-5.4%	-2%	14%	0%	-11%	-2.5%
O=C(Nc1ccccc1)C1CCCN1C(=O)NCc1ccccc1 (configuration not stated)	4%[20 µM]	-0.1%	3%	x	3%	-32%	-5%	-2%	1.4%
O=C(NC(=S)Nc1nc2ccc(F)cc2s1)c1ccco1	2%	0.6%	4%	-2.6%	18%	-47%	-18%	-1%	2.0%
Cc1ccc(C)c(N(C(=O)c2snc(C(N)=O)c2N)C(C(=O)NCC2CCCO2)c2ccc(C)o2)c1 (configuration not stated)	-73%	-0.2%	-7%	3.7%	14%	11%	4%	5%	-0.3%
Cc1cc(=O)oc2c3c(cc(OCC(=O)NCC4CCC(C(=O)O)CC4)c12)OC(C)(C)CC3 (configuration not stated)	-11%[20 µM]	-0.1%	-5%	-4.7%	44%	-14%	-10%	5%	-0.1%
C=CCn1c(CNC(=O)c2ccccc2F)nnc1SCC(=O)NC(C)c1ccccc1 (configuration not stated)	-14%	0.6%	7%	-0.4%	-1%	-30%	-2%	6%	0.9%
CCCn1c2ccccc2c2cnn(CC(=O)NC3CCCCC3)c(=O)c21	-4%	-0.4%	10%	1.5%	2%	-27%	10%	9%	4.0%
Cc1cc(NC(=O)c2cccc(S(=O)(=O)N3CCCCCC3)c2)no1	2%	-0.1%	2%	-3.1%	6%	14%	-1%	14%	4.6%
CCC(=O)Nc1ccc(-c2ccc(N3CCC(C)CC3)nn2)cc1	-37%	0.2%	1%	-3.8%	4%	-36%	5%	0%	0.4%
COc1ccc(-n2nnnc2SCC(=O)Nc2nc3c(s2)CCCC3)cc1	-4%	-0.1%	4%	0.6%	-4%	43%	2%	5%	-1.8%
CCOC(=O)c1ccc(NC(=O)C2CC(=O)Nc3nc4ccccc4n32)cc1 (configuration not stated)	x	1.4%	1%	x	49%	-34%	9%	-13%	1.7%
CCOC(=O)CN(C(=O)CSc1nnc(COc2ccc(OC)cc2)n1C)c1ccccc1	-24%	0.4%	1%	1.4%	0%	-34%	3%	12%	0.3%
COc1ccc(-c2cc(-c3cccs3)nc(OC)c2C#N)cc1OC	-10%	0.0%	-1%	1.4%	17%	3%	1%	0%	1.7%
O=C(CSc1ncnc2ccccc12)c1ccc2c(c1)OCCO2	-2%	-0.2%	0%	2.1%	-6%	26%	14%	8%	0.9%
CCOc1cc(CNC2CCCC2)cc(Cl)c1OCc1ccc(F)cc1	-17%	0.0%	3%	4.5%	6%	-4%	-3%	31%	-1.6%
N#CCSc1nc(-c2ccccc2)nc2ccc(F)cc12	-120%[20 µM]	0.3%	0%	1.0%	3%	-22%	-5%	1%	-1.2%
CSCC[C@@H](C(=O)NCc1cccs1)N1Cc2ccccc2C1=O	-22%	-0.1%	2%	-4.1%	9%	1%	2%	5%	0.5%
CN(Cc1ccccc1)C(=O)CCC1CCN(S(=O)(=O)N(C)C)CC1	10%	-0.1%	13%	-0.9%	11%	-5%	-2%	5%	1.3%

Seven records drawn at random from those above, as already listed:
SMILES	KOR beta-arrestin-1	GPR55 activation	SIAH1 antagonists	KOR beta-arrestin-2	AID2073	NOD1 inhibition	GPR35 arrestin U2OS	GPR55 antagonists	HIV fusion peptide
Cc1ccc(S(=O)(=O)N2CC(O)CC2C(=O)OCC(=O)c2ccccc2Cl)cc1C (configuration not stated)	-13%	0.2%	0%	0.3%	1%	-18%	-2%	8%	4.0%
O=C(Nc1ccccc1)C1CCCN1C(=O)NCc1ccccc1 (configuration not stated)	4%[20 µM]	-0.1%	3%	x	3%	-32%	-5%	-2%	1.4%
CCOc1cc(CNC2CCCC2)cc(Cl)c1OCc1ccc(F)cc1	-17%	0.0%	3%	4.5%	6%	-4%	-3%	31%	-1.6%
O=C(NC(=S)Nc1nc2ccc(F)cc2s1)c1ccco1	2%	0.6%	4%	-2.6%	18%	-47%	-18%	-1%	2.0%
CSCC[C@@H](C(=O)NCc1cccs1)N1Cc2ccccc2C1=O	-22%	-0.1%	2%	-4.1%	9%	1%	2%	5%	0.5%
COc1ccc(-n2nnnc2SCC(=O)Nc2nc3c(s2)CCCC3)cc1	-4%	-0.1%	4%	0.6%	-4%	43%	2%	5%	-1.8%
Cc1ccc(C)c(N(C(=O)c2snc(C(N)=O)c2N)C(C(=O)NCC2CCCO2)c2ccc(C)o2)c1 (configuration not stated)	-73%	-0.2%	-7%	3.7%	14%	11%	4%	5%	-0.3%

Additional structures follow.
SMILES	KOR beta-arrestin-1	GPR55 activation	SIAH1 antagonists	KOR beta-arrestin-2	AID2073	NOD1 inhibition	GPR35 arrestin U2OS	GPR55 antagonists	HIV fusion peptide
CC(C)c1nc2sc3c(c2c(=O)[nH]1)CC(C)(C)OC3	-26%	-0.1%	5%	0.0%	7%	-16%	-3%	13%	0.3%
O=Cc1ccccc1-c1cn(CN2C(=O)c3ccccc3C2=O)nn1	-52%[20 µM]	-0.1%	4%	-3.3%	19%	-28%	-5%	-12%	-0.3%
O=C(Cc1cccs1)N1CCCC(c2nc3c(nnn3Cc3ccccc3Cl)c(=O)[nH]2)C1 (configuration not stated)	23%	0.3%	-3%	-1.9%	0%	-12%	5%	-4%	0.4%
Cc1ccc(S(=O)(=O)N(CC(=O)NCCC2=CCCCC2)Cc2ccccc2)cc1	14%	-0.1%	3%	0.3%	-3%	7%	-2%	50%	0.0%
COc1ccc(Cc2n[nH]c(=S)n2NC(=O)Nc2ccc(Cl)c(Cl)c2)cc1	-3%	0.3%	-3%	2.0%	-26%	0%	-20%	5%	-1.5%
CC12CCC(=O)N1C(C(=O)Nc1nnc(SCc3ccc(F)cc3)s1)CS2 (configuration not stated)	-13%	0.2%	-3%	2.5%	7%	28%	9%	5%	-1.1%
COc1ccccc1NC(=O)N1c2ccccc2NC(=O)CC1C (configuration not stated)	31%	-0.1%	4%	-0.6%	7%	-4%	7%	1%	-0.3%
CCN(C(=O)COc1ccccc1)c1nnc(-c2cccnc2)s1	-29%	-0.1%	-2%	-0.3%	2%	-11%	4%	14%	1.5%
CCS(=O)(=O)N1CCCC(c2nc(-c3cccc(OC)c3)no2)C1 (configuration not stated)	-16%	-0.2%	-2%	-2.9%	5%	-24%	9%	7%	-1.3%
COc1ccccc1CNC(=O)c1cnccn1	26%	-0.1%	2%	-6.9%	26%	-15%	-2%	20%	-2.9%
Fc1ccc(C2=NOC(c3nnc(-c4ccccc4)o3)C2)cc1 (configuration not stated)	5%	-0.1%	2%	1.0%	6%	-17%	6%	1%	-1.6%
Cc1ccsc1/C=N\NC(=O)CC(=O)NCc1ccccc1	1%	1.2%	11%	-3.2%	-1%	-20%	-1%	-3%	0.4%
C=C1c2cc(OC)ccc2NC(=O)N1CC	19%	-0.1%	0%	-2.7%	21%	-24%	-7%	0%	0.9%
Cc1ccc(NS(=O)(=O)c2c(C)[nH]c(=O)[nH]c2=O)cc1C	2%	-0.1%	-1%	-6.8%	-8%	-10%	3%	-13%	-3.5%
O=c1c2ccccc2nc(N/N=C/c2c(O)ccc3ccccc23)n1O	-31%	0.8%	-11%	-1.0%	3%	27%	-6%	-6%	53%
O=C(CCN1C(=O)/C(=C/C=C/c2ccccc2)SC1=S)Nc1nccs1	-28%	-0.1%	6%	1.4%	11%	x	12%	4%	-3.3%
CCOC(=O)C1(Cc2ccccc2C(F)(F)F)CCN(C(=O)c2cc(C)n(C)n2)CC1	-66%[20 µM]	-0.2%	-2%	x	2%	-44%	6%	-13%	0.6%
Cc1cc(C)c(S(=O)(=O)N2CCOCC2)cc1NS(=O)(=O)c1cc(OCC(N)=O)c(C)cc1Cl	-39%	0.2%	-2%	5.9%	10%	32%	-9%	4%	0.8%
Cc1cc(C)c2c(C)[nH]nc2n1	-5%	-0.1%	1%	3.2%	6%	-8%	-10%	-1%	0.2%
Cc1cc(Cl)ccc1C(=O)C1CCCN(C(=O)c2ccc3ncccc3c2)C1 (configuration not stated)	-13%[20 µM]	-0.1%	3%	x	6%	-17%	-4%	6%	-1.4%

Next section, starting with the last 2 of the part before.
SMILES	KOR beta-arrestin-1	GPR55 activation	SIAH1 antagonists	KOR beta-arrestin-2	AID2073	NOD1 inhibition	GPR35 arrestin U2OS	GPR55 antagonists	HIV fusion peptide
Cc1cc(C)c2c(C)[nH]nc2n1	-5%	-0.1%	1%	3.2%	6%	-8%	-10%	-1%	0.2%
Cc1cc(Cl)ccc1C(=O)C1CCCN(C(=O)c2ccc3ncccc3c2)C1 (configuration not stated)	-13%[20 µM]	-0.1%	3%	x	6%	-17%	-4%	6%	-1.4%
COC(=O)c1cc(C#N)c(N(C)Cc2ccccc2)nc1C	10%	-0.1%	1%	-3.8%	5%	-23%	-1%	-13%	-2.4%
O=C(N1CCN(c2ccccc2)CC1)C12CC3CC(CC(C3)C1)C2	-17%	0.8%	1%	4.8%	-7%	10%	-4%	-19%	0.2%
CCN(CC)CCNC(=O)c1ccc(NC(=O)CC(NC(=O)c2ccccc2Cl)c2ccccc2)cc1 (configuration not stated)	44%	0.3%	8%	-2.0%	16%	-16%	6%	14%	-0.4%
CCOC(=O)N1CCC(Nc2nc(OC)nc(OC)n2)CC1	11%	-0.1%	-2%	0.2%	0%	1%	-7%	5%	0.7%
Cc1ccc2nc(NS(=O)(=O)c3cn(C)nc3C)sc2c1	28%	0.7%	18%	0.7%	-6%	-20%	4%	3%	4.0%
Cc1cccc(C(=O)Nc2sc3c(c2C(=O)O)CCC3)c1	8%	-0.1%	4%	6.5%	12%	-1%	-4%	0%	4.3%
CCNC(=O)/C(=C\C=C\c1ccccc1)NC(=O)c1ccc(Br)o1	-30%	0.1%	4%	1.5%	-10%	-38%	6%	6%	3.5%
CC(Oc1ccc(Cl)cc1Cl)C(=O)NNC(=O)[C@@H]1CCCC[C@@H]1C(=O)O (some centres not stated)	-11%	0.3%	-3%	5.8%	7%	-17%	8%	-9%	0.2%
O=c1[nH]c2ccc(Cl)cc2c(O)c1Cc1ccccc1	-4%	0.2%	-3%	-5.1%	19%	2%	11%	12%	1.3%
